Pf growth 96h: Primary qHTS for delayed death inhibitors of the malarial parasite plastid, 96 hour incubation. 320,000 compounds, 6.9% hits. AID 504834, 2011. Potency, µM (top dose mostly 28.7 µM), without a hit: at the top dose activity change, negative = inhibition, actives largely listed as inhibitors. P. falciparum luciferase reporter growth, 96 h; also: potency is read from the fitted curve at half-maximal effect; % is scaled to controls: 0 for no effect and ±100 for the full control effect
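Parasite growth measured via integrated firefly luciferase reporter in P. falciparum. Infected erythrocytes at 2% hematocrit, 0.05% parasitemia final were treated 96 hours at 37 C under 5% CO2, and luminescence was read.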
Shiga inhibitor: A qHTS for Small Molecule Inhibitors of Shiga Toxin; AID 2315, 2010; Vero cells, Shiga toxin protein synthesis inhibition reporter; 290,000 compounds, 9.2% hits; inhibition, % at 38.7 µM; in the data active = inhibition mostly above about 28%, no sharp cut-off; inactive = mostly below about 43%; also: 0% is about no effect
AmpC no deterg: qHTS Inhibitors of AmpC Beta-Lactamase (assay without detergent) | AmpC nitrocefin hydrolysis, absorbance 480 nm, 0.0001% Triton | Potency, µM (titrated, usually from 57.1 µM), for inactives: at the top dose activity change, negative = inhibition, most hits filed as inhibitors | AID 485341, 2010 | P00811 | 330,000 compounds, 0.52% hits;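 also: potency is read from the fitted curve at half-maximal effect; plate controls were no compound for no effect and no enzyme for full effect; nearly all actives have a fitted effect of over 20% in size; some results filed as inactive show a strong effect at the top dose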
Target sequence (P00811 whole entry, looked up): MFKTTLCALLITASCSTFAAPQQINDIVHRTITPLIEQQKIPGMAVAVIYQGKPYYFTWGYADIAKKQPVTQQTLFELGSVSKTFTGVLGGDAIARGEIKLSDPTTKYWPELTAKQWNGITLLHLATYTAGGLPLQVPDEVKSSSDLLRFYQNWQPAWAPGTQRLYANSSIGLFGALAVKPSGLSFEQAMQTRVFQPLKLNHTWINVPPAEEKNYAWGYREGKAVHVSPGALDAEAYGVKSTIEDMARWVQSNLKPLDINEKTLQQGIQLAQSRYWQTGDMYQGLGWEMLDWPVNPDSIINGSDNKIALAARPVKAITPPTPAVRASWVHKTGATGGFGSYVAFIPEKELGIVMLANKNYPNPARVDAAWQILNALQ
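20 mM phosphate pH 7.0 + 0.01% (detergent screen) or 0.0001% Triton X-100; 5.3 nM AmpC reagent; cpd preinc 15 min RT; nitrocefin (800 uM stock) to start; A480 q20 s × 4 min; Activity was normalised to no-enzyme and no-compound control wells.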
CHX counter: Cycloheximide Counterscreen for Small Molecule Inhibitors of Shiga Toxin. cell reporter, cycloheximide protein synthesis inhibition counterscreen. max response, %. 300,000 compounds, 12% hits. AID 2314, 2010; in the data active = max response mostly above about 13%, no sharp cut-off; inactive = mostly below about 14%; also: read at 38.3 µM for the half of the compounds with a filed dose; 0% is about no effect
Tb PYK inh: qHTS of Trypanosoma Brucei Inhibitors; TbPYK enzyme, Kinase-Glo Plus ATP luminescence, 45 min; 410,000 compounds, 0.12% hits; Potency, µM (doses to about 76.8 µM), without a hit: at the top dose activity, negative = inhibition, usual class: inhibitors; pyruvate kinase (Trypanosoma brucei), Q57TT1; also: potency is read from the fitted curve at half-maximal effect; % is scaled to controls: 0 for no effect and ±100 for the full control effect; nearly all actives have a fitted effect of over 50% in size
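Assay buffer: 50 mM TEA pH 7.2, 100 mM KCl, 10 mM MgCl2, 0.05% BSA, 0.01% Tween-20. Pyruvate kinase from T. brucei plus substrate met compound, then ADP (130 uM final). Luminescence was read post 45 min RT.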
Pf growth 48h: Primary qHTS for delayed death inhibitors of the malarial parasite plastid, 48 hour incubation; P. falciparum luciferase growth in erythrocytes, 48 h; Potency, µM (top dose mostly 28.7 µM), for the others: at the highest dose activity change, negative = inhibition, actives largely listed as inhibitors; 310,000 compounds, 5.9% hits; also: potency is read from the fitted curve at half-maximal effect; % is scaled to controls: 0 for no effect and ±100 for the full control effect
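Cell-based growth assay: transgenic P. falciparum expressing firefly luciferase, cultured in red cells within RPMI 1640 containing 0.5% w/v Albumax, 24 mM bicarbonate and gentamycin. A drop in luciferase activity indicates inhibition.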
LmPK inhibitor: qHTS Assay for Inhibitors of Leishmania Mexicana Pyruvate Kinase (LmPK); Q27686; purified LmPK, Kinase-Glo ATP luminescence, 1 h; Potency, µM (series often up to 57.5 µM), inactives show top-dose activity change, negative = inhibition, usual class: inhibitors; 290,000 compounds, 0.37% hits; also: potency is read from the fitted curve at half-maximal effect; % is scaled to controls: 0 for no effect and ±100 for the full control effect
Target sequence (Q27686 whole entry, looked up): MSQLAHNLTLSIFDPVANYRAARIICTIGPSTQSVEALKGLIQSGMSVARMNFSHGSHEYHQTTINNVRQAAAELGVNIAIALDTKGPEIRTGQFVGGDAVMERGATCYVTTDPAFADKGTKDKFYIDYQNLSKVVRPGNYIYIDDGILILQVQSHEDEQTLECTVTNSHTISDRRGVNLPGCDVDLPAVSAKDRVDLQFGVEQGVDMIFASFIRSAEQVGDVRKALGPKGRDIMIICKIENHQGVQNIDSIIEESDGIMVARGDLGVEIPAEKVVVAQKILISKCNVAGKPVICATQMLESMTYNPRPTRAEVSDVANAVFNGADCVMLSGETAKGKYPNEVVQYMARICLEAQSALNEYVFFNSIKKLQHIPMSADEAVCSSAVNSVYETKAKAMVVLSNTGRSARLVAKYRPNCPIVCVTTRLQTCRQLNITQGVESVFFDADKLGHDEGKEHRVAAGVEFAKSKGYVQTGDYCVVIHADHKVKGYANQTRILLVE
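Pyruvate kinase activity monitored as ATP production (luciferase luminescence). Conditions: 0.1 nM enzyme, 0.5 mM PEP, 0.1 mM ADP, 1 h, RT; normalized against uninhibited and no-enzyme wells.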
An asterisk follows results filed as active; ? = inconclusive; . = no result given; & = joins results of further samples; [ ] = dose if it differs, or a comment. Unless noted, calls follow the shape of the dose curve; as a rule, active = well fitted curve in the direction sought with a large enough effect; inconclusive = small, poorly fitted or top-dose-only effect, or another doubt; inactive = no such curve, though single readings can be large; an effect the other way counts as inactive or inconclusive.

The line under a structure holds: LmPK inhibitor, Pf growth 96h, AmpC no deterg, Shiga inhibitor, Pf growth 48h, CHX counter, Tb PYK inh
O=C(N/C=N/O)C1=NOC(CNc2ncc(C(F)(F)F)cc2Cl)C1 (stereo not drawn)
    6.0%, -1.7%, -5.2%, -5.2, ., 9.0, 5.0%
COc1cc(NC(=O)COC(=O)CC(C)(C)C)c(C)cc1[N+](=O)[O-]
    -0.2%, ?, -21.2%, 14.5, -27.2%, -2.4, -4.3%
CC(=O)CCc1oc2ccccc2c1-c1ccccc1
    6.1%, -1.0%, -6.4%, 3.6, 0.2%, -4.9, 2.7%
CC(C)c1cc(CNC(=O)C2CCC(=O)N(CCc3ccc(Cl)cc3)C2)on1 (stereo not drawn)
    4.3%, 33.2%, 86.2%[activator], 26.9, ?, 9.2, 2.6%
O=C(CNCc1ccccc1)Nc1ccccc1-c1ccccc1
    -1.7%, -1.4%, 3.4%, 9.2, 2.8%, -3.7, -2.5%
CCCCc1cc(=O)oc2cc(OCc3nn[nH]n3)c(Cl)cc12
    4.5%, ., -11.6%, -10.9, -10.4%, 2.5, -3.2%
O=C(O)C1CCCN1S(=O)(=O)c1ccc(Cl)cc1 (stereo not drawn)
    -0.3%, 20.2%, -8.3%, -4.7, 14.2%[0.00184 µM], -6.1, -0.6%
Cc1ccc(-n2cccn2)c(CN2CCC(CO)(CCc3ccccc3)CC2)c1
    -0.7%, ?, 52.5%, -16.0, ?, 10.1, 0.9%
Cc1cccc(N2CCN(C(=O)c3ccccn3)CC2C)c1 (stereo not drawn)
    -4.1%, 34.2%, -8.8%, -0.8, 41.0%[activator], -1.9, 1.7%
CCn1cc(C(=O)NCC2CCCO2)c2cc(OC)c(OC)cc2c1=O (stereo not drawn)
    -6.9%, 11.6%, -6.7%, -9.1, 7.8%, -5.1, 4.7%
O=c1/c(=C\c2ccc(F)cc2)sc2n1CCCN=2
    -6.3%, 314.5%[activator], -15.1%, 92.5*, 360.3%[activator], 42.7*, -2.8%
COc1ccc(C2=NOC(Cn3nc(C(=O)NCc4ccc(OC(F)(F)F)cc4)cc3-c3ccccc3)C2)cc1 (stereo not drawn)
    ., -20.1%, -22.4%, ., 10.4µM*, ., -0.2%
Cc1ccc(C(=O)N/C(=C\c2ccc3c(c2)OCO3)C(=O)Nc2ccc(C(=O)O)cc2)cc1
    3.2%, ?, -29.4%, 39.0*, 27.1%, 13.7, 2.6%
CCOc1ccc(NC(=O)CC2C(=O)N(c3ccccc3)C(=S)N2Cc2ccccn2)cc1 (stereo not drawn)
    4.6%, ?, 83.8%[activator], -2.1, -18.3%, 10.3, -7.2%
Nc1cccc([N+](=O)[O-])c1
    0.1%, 29.5%, -1.0%[2.29 µM], -5.0, 7.7%, -2.0, 2.7%

Compounds listed so far with a nitro group on carbon (two):
The line under a structure holds: LmPK inhibitor, Pf growth 96h, AmpC no deterg, Shiga inhibitor, Pf growth 48h, CHX counter, Tb PYK inh
COc1cc(NC(=O)COC(=O)CC(C)(C)C)c(C)cc1[N+](=O)[O-]
    -0.2%, ?, -21.2%, 14.5, -27.2%, -2.4, -4.3%
Nc1cccc([N+](=O)[O-])c1
    0.1%, 29.5%, -1.0%[2.29 µM], -5.0, 7.7%, -2.0, 2.7%

More entries follow.
The line under a structure holds: LmPK inhibitor, Pf growth 96h, AmpC no deterg, Shiga inhibitor, Pf growth 48h, CHX counter, Tb PYK inh
CCCCn1c(SCC(=O)Nc2nnc(C)s2)nc2c1c(=O)n(C)c(=O)n2C
    2.6%, ?, 63.6%, 11.2, 39.9%[activator], 6.2, 0.3%
CC(=O)Nc1nc(C(=O)O)cs1
    -5.5%, 64.0%[activator], -13.5%, -12.4, 10.6%, 3.8, -0.3%
CN(C)CCSc1nc(N)c2c3c(sc2n1)CN(C)CC3
    -9.8%, ?, -22.4%, -5.7, 4.15µM*, 10.5, -2.0%
CC(C)N(Cc1ccccc1)C(=O)COC(=O)c1ccc2ncsc2c1
    ., -3.0%, 0.4%, ., -23.1%, ., -2.1%
C=CCn1cc(CN2CCC(C(=O)Nc3ccc(Oc4cccnc4)cc3)CC2)c(C)n1
    -0.9%, ?, -5.2%, 11.1, ?, 8.1, -7.4%
CCOC(=O)C(C)Sc1nc(C2CC2)cc(C(F)(F)F)c1C#N (stereo not drawn)
    -0.1%, ?, -9.7%, -5.1, ?, -3.6, -10.9%
COc1ccccc1N1CCN(S(=O)(=O)CCNC(=O)C2CC(=O)N(c3ccccc3)C2)CC1 (stereo not drawn)
    -0.6%, 28.0%, 172.4%[activator], 10.2, -15.5%, -2.3, -7.1%&-4.3%
CC1CCN(C(=O)CCNS(=O)(=O)c2ccccc2)CC1
    2.4%, ?, -19.6%, 55.9*, 62.2%[activator], 22.4*, -7.5%
CC(=O)C1=C(c2ccccc2)NC(=O)NC1c1ccccc1OCC(=O)NCc1ccccc1 (stereo not drawn)
    2.6%, ?, -0.2%, -5.9, ., 13.7, -3.8%
COc1ccc(-c2csc3nc(-c4cccnc4)nc(N4CCC(C(N)=O)CC4)c23)cc1OC
    0.6%, 0.0%, 279.9%[activator], -5.5, -25.2%, -2.4, -25.5%
CCCCNC(=O)CC1S/C(=N/N=C/c2ccc(OC)cc2)NC1=O (stereo not drawn)
    -0.4%, 4.6%, -8.0%, -2.3, 5.4%, 11.8, -1.1%
COc1ccc(N2CCN(C(=S)NCc3ccccc3)CC2)cc1
    13.5%, ?, -7.9%, -16.2, -5.7%, -1.6, 0.7%
Cc1ccc(NC2CC(=O)N(c3cccc([N+](=O)[O-])c3)C2=O)cc1 (stereo not drawn)
    3.3%, 29.1%, -41.3%, 6.7, -3.1%, -1.6, -1.9%
S=C(NCC1CCCO1)N1CCN(Cc2ccccc2Cl)CC1 (stereo not drawn)
    0.0%, 0.3%, 52.0%, 5.2, -4.8%, -1.1, -6.5%
NC(=O)C(CC(=O)O)NC(=O)[C@@H]1CCCCNc2c(I)cc([N+](=O)[O-])cc2C(=O)N[C@@H](CO)C(=O)NCC(=O)N1 (stereo partly drawn)
    -2.6%, -2.5%, -22.1%, -11.7, 12.8%, -2.4, .
CCC(=O)NC(=S)Nc1ccc(NC(=O)c2ccc(OC)cc2)cc1
    1.6%, ?, -25.6%, -10.5, 5.2%, -2.1, -7.1%
Cc1ccc2nc(-c3cccs3)oc(=O)c2c1
    -17.9%, ?, -8.0%, -3.6, ?, 13.7, -4.0%
O=C(CC1SC(=O)N(Cc2ccc(Cl)cc2)C1=O)Nc1nccs1 (stereo not drawn)
    -0.2%, ?, -10.4%, -13.3, -19.9%, -7.9, -1.5%
CCN1C(=O)/C(=C2\SC(N3CCOCC3)=NC2=O)c2ccccc21
    -1.8%, 43.6%[activator], -10.4%, 3.5, 10.1%, -1.6, -1.5%
CC1(C)CN=C(NCc2ccccc2Cl)S1
    2.4%, -26.3%, -27.2%, 55.1*, ?, 17.2*, -5.9%
COC(=O)Cn1cc(/C=C(/C#N)C(=O)N2CCOCC2)c2ccccc21
    2.9%, 36.7%, -11.3%, -7.3, 8.3%, -0.7, -0.1%
CCOC(=O)CCC(=O)Nc1cccc([N+](=O)[O-])c1
    -3.9%, 19.0%, -16.0%, -1.7, 12.8%, -2.5, -4.1%
Oc1ccccc1N1CCN(c2nc(-c3cccs3)nc3ccccc23)CC1
    8.7%, ?, -34.3%, -5.3, ?, -2.3, -2.7%
CCOC(=O)c1c(NC(=O)COC(=O)Cn2cnc3ccccc32)sc(C)c1C
    -0.6%, ., -10.4%, -10.4, 52.0%[activator], 2.1, -1.0%
Cc1ccc(N2C(N)=NC(N)=NC2(C)C)c(C)c1
    -2.5%, -13.1%, -10.4%, -30.5, ?, -6.9, 2.8%
COc1cc(OC)cc(-c2c(-c3cccs3)c3cc(-c4ccc(SC)cc4)ccc3n2C)c1
    ., 2.08µM*, 77.8%[activator], ., -78.5%, ., 0.3%
COC1=CC2(O)CCCC2=CC1=O (stereo not drawn)
    20.1%, -43.6%, -18.5%, -6.2, 11.5%, 0.2, 1.1%
CCOC(=O)C1=C(c2ccccc2)Nc2c(c(=O)n(C)c(=O)n2C)C1c1ccc(O)c(OC)c1 (stereo not drawn)
    -0.2%, ., 4.2%, -14.8, -7.8%, -0.8, -6.3%
OCC1(CCOc2ccccc2)CCN(C2Cc3ccccc3C2)CC1
    0.4%, ?, 2.8%, -9.5, 8.28µM*, -2.1, 7.4%
O=C(c1ccccn1)C1CCCN(Cc2nc(Cc3cccc(F)c3)no2)C1 (stereo not drawn)
    -3.9%, 30.4%[activator], 55.8%, -5.8, 1.5%, -1.3, 0.7%
Cc1ccc(C)c(Cn2c3ccccc3c3cnn(CC(=O)NCCCN4CCOCC4)c(=O)c32)c1
    4.0%, ?, 239.8%[activator], -10.6, 13.1µM*, -4.8, 3.5%
CC1CN(C)C(C)C/C1=N/Oc1ccccc1[N+](=O)[O-] (stereo not drawn)
    -6.3%, 94.9%[activator], -7.4%, 6.2, 31.1%[activator], 1.0, 0.1%
COc1nc(N)c(C#N)c(-c2ccc(N(C)CCC#N)cc2)c1C#N
    3.1%, 0.0%, -22.5%, -17.7, ?, 1.2, 9.4%
O=C(CSc1nnc(-c2cccc(S(=O)(=O)N3CCOCC3)c2)n1C1CCCCCC1)NCc1ccccc1
    4.9%, ?, 63.4%[activator], -21.6, ?, -1.3, -0.7%
COc1ccc(OC)c(CN2CCN(CCc3ccccc3)C(CCO)C2)c1 (stereo not drawn)
    4.1%, 13.1µM*, 14.3%, 2.3, -11.3%, -2.5, -1.0%
O=c1cc(CSc2ccc(Cl)cc2)nc(-c2ccccn2)[nH]1
    0.1%, 1.85µM*, -0.3%, 2.6, 2.33µM*, -1.9, -5.2%
CN1CCC(OC(=O)C2c3ccccc3Oc3ccccc32)CC1
    -11.8%, ?, 2.4%, -12.1, ?, -3.4, -4.3%
CCCCNC(=S)Nc1cccc2cnccc12
    -1.7%, -10.7%, -22.9%, -6.4, 7.7%, -2.8, -18.5%

Nothing new here: entries from further up.
The line under a structure holds: LmPK inhibitor, Pf growth 96h, AmpC no deterg, Shiga inhibitor, Pf growth 48h, CHX counter, Tb PYK inh
O=c1cc(CSc2ccc(Cl)cc2)nc(-c2ccccn2)[nH]1
    0.1%, 1.85µM*, -0.3%, 2.6, 2.33µM*, -1.9, -5.2%
CN1CCC(OC(=O)C2c3ccccc3Oc3ccccc32)CC1
    -11.8%, ?, 2.4%, -12.1, ?, -3.4, -4.3%

High-throughput results (PubChem BioAssay)
